# HT1080 IDH1KD tx – HT-1080 IDH1 knockdown cell toxicity (counter line). HT-1080 IDH1 knockdown viability, ATP luminescence, 48 h. Potency, µM (series often up to 46.1 µM), inactives show at the top dose activity, negative = toxicity, hits mostly cytotoxic. actives 2% (n = 360,000);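 note: potency is the fitted concentration of half-maximal effect; 0% = DMSO wells and -100% = cell-free medium wells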
#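 IDH1KD HT-1080 cells, 750/well, RPMI + 5% FBS; compound pinned after 2 h settling; 48 h, 37 °C; CellTiter-Glo luminescence; % activity normalised to DMSO and no-cell wells; curves fitted, classed by r2 and efficacy.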
# KB-V1 cytotox – KB-V1 MDR subline cytotoxicity. Potency, µM (doses to about 46.1 µM), for inactives: top-dose activity change, negative = cytotoxicity, most hits filed as cytotoxic. actives 3.4% (n = 400,000). KB-V1 MDR cells viability, CellTiter-Glo, 72 h. AID 1347076; note: potency is the fitted concentration of half-maximal effect; % is set by controls: 0 for no effect and ±100 for the full control effect; nearly all actives have a fitted effect of over 60% in size
#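 Following 72 h at 37 degrees C with compound, KB-V1 cell viability was read by CellTiter-Glo luminescence, medium being phenol-red-free DMEM plus 10% FBS; concentration-response parameters came from normalized, curve-fitted qHTS data.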
# DRD3 agonist – D3 dopamine receptor (human) agonism. P35462. D3R DiscoveRx beta-arrestin cells, luminescence, 90 min. max activation, %. actives 0.58% (n = 410,000). AID 652048; in the data active = max activation above about 30%; note: 0% is about no effect; mostly tested at two doses, the higher about 12 µM
# Target sequence (P35462 whole entry, looked up): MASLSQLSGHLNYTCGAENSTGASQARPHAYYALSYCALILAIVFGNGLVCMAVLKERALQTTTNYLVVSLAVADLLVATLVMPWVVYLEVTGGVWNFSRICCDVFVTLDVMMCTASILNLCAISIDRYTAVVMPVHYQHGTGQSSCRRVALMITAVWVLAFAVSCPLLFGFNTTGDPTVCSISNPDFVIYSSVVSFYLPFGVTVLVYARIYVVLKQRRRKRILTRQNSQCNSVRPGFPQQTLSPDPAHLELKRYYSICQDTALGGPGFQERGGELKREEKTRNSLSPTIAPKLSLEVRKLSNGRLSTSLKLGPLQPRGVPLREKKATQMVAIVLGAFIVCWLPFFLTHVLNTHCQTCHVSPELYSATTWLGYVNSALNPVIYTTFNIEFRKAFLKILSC
#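 Agonist-mode cell screen: cells plated at 1500/well and incubated overnight at 37 °C, then exposed to library compounds for 90 min at 37 °C. Detection reagent was added for 30–60 min at room temperature, and luminescence was read.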
# KB-3-1 cytotox – KB-3-1 parental cell cytotoxicity. KB-3-1 viability, CellTiter-Glo ATP luminescence, 72 h. Potency, µM (top dose mostly 46.1 µM), for the others: at the top dose activity change, negative = cytotoxic, usual class: cytotoxic. actives 1.4% (n = 400,000). AID 1347075; note: potency is the fitted concentration of half-maximal effect; % is set by controls: 0 for no effect and ±100 for the full control effect; nearly all actives have a fitted effect of over 60% in size
#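 Parental KB-3-1 viability, qHTS format: 72 h compound exposure, 37 °C; CellTiter-Glo; media-only wells and DMSO plates as controls; concentration-effect fits on corrected data.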
# MCF10A rereplic – induces DNA re-replication in MCF 10a normal breast cells. Potency, µM (titrated, usually from 46.1 µM), without a hit: at the highest dose activity, positive = re-replication, actives largely listed as activators. AID 624296. actives 2.9% (n = 350,000). MCF 10A DNA re-replication, Hoechst nuclear intensity, 48 h; note: potency is the fitted concentration of half-maximal effect; % of control where 0% means no effect; nearly all actives have a fitted effect of over 50% in size
# IL-1B inflam inh – blocks inflammasome-driven IL-1 beta release | THP-1 LPS/ATP IL-1B secretion, AlphaLISA, 16 h; hits give low values | activity change, % at 57.5 µM | AID 743279 | actives 4.7% (n = 360,000); in the data active = activity change below about -50%; inconclusive = mostly about -30% to -49%; note: % is set by controls: 0 for no effect and ±100 for the full control effect
#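 THP-1 cells pretreated 1 hr with compounds (up to 57.5 uM final), then stimulated with LPS (250 ng/mL final) plus ATP (1.25 mM final); secreted IL-1B measured by AlphaLISA after 16 hr, decreased signal indicating inhibition.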
# SW480 rerep – DNA re-replication induction in SW480 cells; SW480 DNA re-replication, Hoechst DNA content imaging, 48 h; Potency, µM (doses to about 46.1 µM), without a hit: at the top dose re-replication activation, hits mostly activators; actives 1.8% (n = 340,000); note: potency is the fitted concentration of half-maximal effect; % of control where 0% means no effect; nearly all actives have a fitted effect of over 55% in size
#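 Readout is total intensity of Hoechst-stained nuclei, excited at 405 nm and collected at 500-530 nm. Compound treatment lasted 48 hr at 37 C in 5% CO2 before staining.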
# HT1080-NT tox – kills 2HG-producing HT-1080-NT fibrosarcoma cells. HT-1080-NT fibrosarcoma viability, CellTiter-Glo ATP luminescence, 48 h. Potency, µM (series often up to 46.1 µM), for the others: top-dose activity, negative = less viability, usual class: cytotoxic. actives 1.6% (n = 360,000);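 note: NT is the 2HG producing partner of a matched IDH1 knockdown line; potency is the fitted concentration of half-maximal effect; 0% = DMSO-treated cells and -100% = media-only wells without cells; nearly all actives have a fitted effect of over 55% in size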
#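 750 cells/well, RPMI + 5% FBS; 2 h settle, compound pin-transfer, 48 h at 37 degrees C. CellTiter-Glo 10 min RT, luminescence. Normalized to DMSO and media-only wells.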
# HEK293 tox – cytotoxicity counter-screen for GLP-1 receptor inverse agonists. HEK293 cAMP-luciferase reporter cells, luminescence, 24 h. Potency, µM (series often up to 38.3 µM), for inactives: at the top dose activity change, negative = inhibition, hits mostly inhibitors. actives 0.13% (n = 410,000);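 note: loss of luciferase light is scored as toxicity; potency is the fitted concentration of half-maximal effect; % is set by controls: 0 for no effect and ±100 for the full control effect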
#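 Luminescence readout: signal drop marks cytotoxicity. Plated cells grew 12 h at 37 °C, 5% CO2, received 23 nL compound for 24 h, then got luciferase reagent, read after 12 min at RT.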
# An asterisk follows results filed as active; ? = inconclusive; . = not tested or not shown; & = joins results of further samples; [ ] = another dose, or the depositor's remark. Unless noted, calls come from the whole dose curve; as a rule, active = well fitted curve in the direction sought with a large enough effect; inconclusive = small, poorly fitted or top-dose-only effect, or another doubt; inactive = no such curve, though single readings can be large; an effect the other way counts as inactive or inconclusive.
SMILES,HT1080 IDH1KD tx,KB-V1 cytotox,DRD3 agonist,KB-3-1 cytotox,MCF10A rereplic,IL-1B inflam inh,SW480 rerep,HT1080-NT tox,HEK293 tox
CC(C)C(=O)NC(c1ccco1)c1ccc2cccnc2c1O (stereo unspecified),?,4.61µM*,0.5,4.11µM*,?,120.6,3.66µM*,4.11µM*,?
CCOc1ccc(S(=O)(=O)N2CCC(C(=O)NCc3ccncc3)CC2)cc1,-1.1%,7.5%,-3.4,-1.3%,-0.4%,0.0,3.8%,-4.0%,9.4%
OCc1ccc(-c2ccc3nccn3c2)cc1,-1.1%,-17.3%,-3.7,0.0%,.,-2.1,.,-7.6%,2.9%
Cc1ccc(Nc2nc3ccccc3c3nncn23)cc1C,.,-19.8%,-15.9,-0.3%,.,.,.,.,2.1%
COc1ccc(NC(=O)CSC2=Nc3ccccc3C3=NC(Cc4ccccc4)C(=O)N23)cc1 (stereo unspecified),.,0.0%,-13.0,-9.5%,.,.,.,.,7.0%
C=CCc1ccccc1OCc1nc2ccccc2n1CC,.,-9.0%,2.6,-4.0%,.,.,.,.,-1.9%
Cc1c(N2CCCCC2)[nH]c2ccccc12,4.2%,-1.0%,-4.1,0.1%,.,-3.2,.,-1.3%,2.3%
CCOC(=O)c1cc(-c2ccc(OC)cc2)n(CCC(=O)NC2CCN(Cc3ccccc3)CC2)c1C,-27.6%,-2.5%,-4.1,0.0%,-3.8%,-3.8,?,-28.2%,?
CCOc1ccc(NC(=O)C/C(C)=N/NC(=O)COc2ccc(Br)cc2C)cc1,-12.8%,3.0%,10.6,3.9%,?,5.0,4.6%,6.6%,-8.1%
O=C(CNC(=S)NC(=O)c1ccc(F)cc1)c1ccccc1,7.5%,14.1%,5.7,6.9%,25.9%,-5.6,-4.4%,-0.5%,-4.4%
CC(=O)N1CCC2(CC1)OC(=O)C(C)=C2C(=O)Nc1ccccc1C(F)(F)F,.,3.0%,4.9,0.7%,.,.,.,.,4.3%
COc1ccc(NC(=O)CCCSc2nc(-c3ccco3)cc(C(F)(F)F)n2)c(OC)c1,.,-15.0%,17.4,?,.,.,.,.,-3.4%
CC(C)c1nc(CNC(=O)c2ccc(OC3CCN(Cc4ccccn4)CC3)cc2)cs1,-1.0%,12.6%,-10.8,-21.8%,9.6%,-27.4,-14.5%,-16.7%,-9.8%
C=CCn1c(-c2csc3c2CCC(C)C3)n[nH]c1=S (stereo unspecified),-16.6%,-2.3%,2.8,-9.4%,?,-16.8,-1.9%,-14.4%,?
Cc1ccc(S(=O)(=O)NCCNC(C)c2ccc(Br)cc2)cc1 (stereo unspecified),?,?,-5.1,-8.2%,18.0%,-18.0,6.5%,-16.6%,-2.4%
Cc1cccc(C)c1OCC(=O)Nc1cccc(NC(=O)c2ccco2)c1,-16.7%,?,3.6,-10.5%,?,-10.8,.,-20.2%,-10.3%
COc1cc(C2C3=C(CC(C)(C)CC3=O)N(C)C3=C2C(=O)CC(C)(C)C3)cc(Br)c1O,-2.9%,8.8%,-3.5,-11.7%,25.6%,-7.6,11.1%,-1.9%,5.3%
CCC(C)(C)NC(=O)CN(C(=O)CCC(=O)Nc1ccccn1)c1ccc(F)c(Cl)c1,-0.6%,-10.6%,1.3,3.3%,1.7%,-2.1,0.3%,0.4%,-19.1%
CC(=O)c1ccc(/C=C/c2nc3ccccc3n2C)o1,-11.0%,-12.4%,-2.5,-10.0%,18.4µM*,6.3,?,-12.6%,.
CC(C)NC(=O)COC(=O)c1ccc(Oc2ccccc2)cc1,1.2%,16.7%,1.4,8.0%,-4.4%,7.1,-1.9%,2.0%,5.7%

# Some of the entries so far, with values under each structure:
# Results follow in this order: HT1080 IDH1KD tx	KB-V1 cytotox	DRD3 agonist	KB-3-1 cytotox	MCF10A rereplic	IL-1B inflam inh	SW480 rerep	HT1080-NT tox	HEK293 tox
- CC(=O)N1CCC2(CC1)OC(=O)C(C)=C2C(=O)Nc1ccccc1C(F)(F)F
    .	3.0%	4.9	0.7%	.	.	.	.	4.3%
- COc1ccc(NC(=O)CCCSc2nc(-c3ccco3)cc(C(F)(F)F)n2)c(OC)c1
    .	-15.0%	17.4	?	.	.	.	.	-3.4%

# Next part
SMILES,HT1080 IDH1KD tx,KB-V1 cytotox,DRD3 agonist,KB-3-1 cytotox,MCF10A rereplic,IL-1B inflam inh,SW480 rerep,HT1080-NT tox,HEK293 tox
Cc1ccc(-c2c[n+](CC(=O)Nc3ccc(C)cc3C)c3n2CCC3)cc1,-16.1%,?,-20.6,-28.1%,?,-72.6*,?,-10.9%,12.7%
CCN(CC)S(=O)(=O)c1ccc(S(=O)(=O)N(CC(=O)Nc2ccccc2)Cc2ccco2)cc1,4.2%,-6.3%,12.1,0.0%,?,5.8,0.6%,4.3%,3.0%
CC(CCc1ccccc1)NC(=O)c1cnc(Cl)c(Cl)c1 (stereo unspecified),-1.8%,24.1%,-0.2,11.7%,7.8%,12.3,-6.8%,2.6%,-12.2%
CC(=O)Nc1nnc(-c2c(-c3ccccc3Cl)noc2C)o1,2.9%,-26.9%,-4.3,-4.9%,-34.8%[inhibitor],.,-2.3%,2.0%,10.0%
CCNC(=S)Nc1ccc(C)c(Cl)c1,-2.7%,-4.6%,10.2,-5.3%,-0.2%,-5.0,-1.7%,9.9%,-23.0%
CC(=O)c1ccc(-c2ccc(-c3cc(=O)oc4c(C(C)C)ccc(C)c34)cc2)cc1,-16.8%,-2.0%,-6.8,0.0%,?,60.9,-9.8%,-19.6%,3.9%
CC1CN(C2CCN(C(=O)c3ccccc3)CC2)CC(C)O1 (stereo unspecified),3.6%,4.6%,3.0,12.6%,-2.5%,-14.2,-2.2%,19.2%,-26.2%
O=C(c1ccc(C#CC2(O)CCCCC2)cc1)N1CCN(C(c2ccccc2)c2ccccc2)CC1,-14.5%[9.24 µM],?,-8.0,?,?,-58.0*,?,?,-25.0%
O=S(=O)(c1ccc(Br)cc1)N1CCN(c2ccccc2)CC1,0.7%,2.1%,-5.1,-2.2%,-3.9%,7.9,3.1%,14.5%,8.0%
CN(C)c1ccc(C(CNC(=O)c2ccccc2C(F)(F)F)N2CCOCC2)cc1 (stereo unspecified),.,0.7%,6.6,9.8%,.,.,.,.,-10.7%
Cc1ccsc1C(=O)NNC(=O)c1ccc(NS(=O)(=O)c2cccs2)cc1,5.9%,15.9%,0.8,3.4%,1.0%,-3.3,-3.3%,7.5%,-4.6%
CCN1/C(=C/C=C/C=C/C=C/c2sc3ccccc3[n+]2CC)Sc2ccccc21,-16.2%,0.4%,1.2,16.4µM*,?,?,7.9%,-16.9%,-22.3%
COC(=O)c1ccc(NC(=O)CN2CCN(c3ccccn3)CC2)cc1,7.5%,16.9%,19.8,5.0%,-9.5%,20.9,-5.7%,9.4%,4.2%
COC(=O)COc1cccc2c(=O)n(CC(=O)NCc3ccccc3)ccc12,2.31µM*,?,-14.0,6.51µM*,2.59µM*,-57.4*,2.59µM*,2.59µM*,?
CCN1C(=O)C(CC(=O)NCc2ccc(Cl)cc2)N(CC)C1=O (stereo unspecified),14.1%,-1.1%,-7.6,5.1%,-5.8%,16.3,-3.0%,-1.8%,-1.8%
Cc1ccc(N2C(=O)N(C(C)C)C(C)(C)CC2(C)O)cc1 (stereo unspecified),-0.8%,5.5%,-0.4,14.1%,-7.7%,24.4,-4.6%[9.22 µM],23.0%,-0.6%
CCOC(=O)C1=C(N)n2c(s/c(=C\c3cccnc3)c2=O)=C(C(=O)OC)C1c1cccnc1 (stereo unspecified),-1.1%,0.0%,-4.4,-4.6%,4.3%,3.1,-8.3%,-3.3%,-5.5%
Cc1cc(C)nc(SCCS(=O)Cc2ccc(Cl)cc2)n1 (stereo unspecified),6.2%,-18.3%,-4.5,11.4%,17.1%,21.8,-9.4%,0.6%,11.5%
NS(=O)(=O)c1cccc(NC(=O)COC(=O)c2ccccc2C(=O)c2ccccc2)c1,-4.0%,19.9%,3.3,-0.4%,21.2%,0.0,9.8%,-9.6%,3.3%
CCc1nnc(NS(=O)(=O)c2ccc(N)cc2)s1,15.8%,15.2%,12.4&-8.0,0.0%,21.0%&3.6%,10.7,-0.9%&0.8%,26.9%,1.9%
COc1ccc(NS(=O)(=O)c2ccc(Oc3ncccn3)cc2)cc1,-9.4%,-3.7%,2.7,-22.7%,-3.3%,7.3,-1.2%,2.4%,11.2%
COc1cccc(Oc2ncnc(N)c2[N+](=O)[O-])c1,-1.7%,-21.2%,-3.3,2.3%,9.8%,?,-25.0%,-0.1%,3.4%
CC(C)C(=O)Nc1nnc(SCc2cccc(F)c2)s1,4.8%,-2.5%,1.2,11.2%,?,-11.3,-24.3%,4.4%,-5.7%
C[C@H]1CN([C@@H](C)CO)C(=O)c2cccc(NC(=O)c3ccc(-c4nccs4)cc3)c2O[C@@H]1CN(C)C(=O)NC1CCCCC1,-3.3%,-5.8%,-26.3,4.5%,-0.9%,-28.7,?,-12.4%,-39.8%
Cc1ccc([N+](=O)[O-])c(NC2OC(CO)C(O)C2O)c1 (stereo unspecified),-2.9%,-0.6%,-3.6,-16.6%,-1.3%,11.9,-3.4%,-4.7%,17.7%[0.307 µM]
Cn1nccc1C(=O)N1CCCC(C(=O)c2cccc3ccccc23)C1 (stereo unspecified),-9.6%,-4.3%,-5.7,?,-4.6%,-14.4,?,?,-13.9%
CCOc1cc(CNCCSc2nnnn2C)cc(Br)c1OCc1ccc(F)cc1,-93.4%,18.4µM*,-22.2,?,27.5%,-87.3*,?,23.1µM*,?
CCOc1cccc(N2C(=O)CC(N3CCC(C(N)=O)(N4CCCCC4)CC3)C2=O)c1 (stereo unspecified),12.8%,18.6%,0.7,-0.8%,14.8%,2.4,-12.9%,13.3%,-7.5%
COC(=O)c1ccc(NC(=O)c2cccc(OC)c2)cc1,-27.6%,-3.1%,-1.7,?,-0.2%,7.0,0.4%,?,-13.3%
